Screening results: PubChem, Sanford-Burnham Center for Chemical Genomics
H9c2 TAG inh: inhibitors of triacylglycerol accumulation, primary screen, cell-based, uHTS, fluorescence, H9c2; AID 651582, 2012; H9c2 cells, Nile Red lipid (TAG) fluorescence; cells loaded with 200 µM oleic acid; hit rate 0.66% among 230,000; inhibition, % at 12.5 µM;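 active means pattern-corrected inhibition of lipid staining of at least 50% with the nuclear-stain viability signal not falling by more than 50%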;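 further: 0% = DMSO wells and 100% = triacsin C control wells; some results filed as inactive read as strong as hits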
H9c2 TAG inh DAPI viability: second read-out of H9c2 TAG inh, no call of its own (marks repeat the call); DAPI nuclei signal change (viability), lower = more cytotoxic, %;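 whole-well DAPI fluorescence read on a plate reader as a viability signal; minus 50 percent equals half of cells still viable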
* hit, by the source's call. These rows are one share of the data; rates above refer to the full screens.

SMILES	H9c2 TAG inh	H9c2 TAG inh DAPI viability
CC(C)NCC(=O)Nc1c2c(nc3ccccc13)CCC2	-4	0
CCOC(=O)CCc1c(C)c2ccc(OCC(=O)N3CCOCC3)c(C)c2oc1=O	0	4
Cc1ccc(S(=O)(=O)N2CCN(C(=O)c3cc4c(s3)CCC(C)C4)CC2)cc1 (stereo not given)	-11	3
CC(=O)c1ccc(OCc2nnn(CC(=O)NS(=O)(=O)Cc3ccccc3)c2-c2ccccc2)cc1	5	-2
CC(OC(=O)c1ccccc1NCc1ccco1)C(=O)Nc1ncc(Cl)cc1Cl (stereo not given)	39	7
O=C(Nc1ccccn1)C1CCN(S(=O)(=O)c2cccc3nonc23)CC1	-3	2
CC(C)(C)OC(=O)N1CCC(NC(=O)c2[nH]cnc2C(=O)Nc2ccc(Cl)cc2)CC1	38	4
C=CCC1(CC=C)CCCN1C(=O)c1cc(COc2ccc(-n3cncn3)cc2)on1	-40	-18
CC(c1ccccc1)N1C(=O)c2ccc(C(=O)Nc3ccccc3C(=O)O)cc2C1=O (stereo not given)	11	0
CCOc1ccc(-c2cc(CCCC(=O)Nc3cccc(OC)c3)no2)cc1	36	-24
O=C(O)CCC(=NNC(=O)c1cccc(S(=O)(=O)N2CCCCC2)c1)c1ccccc1	2	0
COc1ccc2nc(C(F)(F)Cl)c(C#N)c(N)c2c1	4	-3
COc1ccc(CCNC(=O)Cn2c(-c3nonc3N)nc3ccccc32)cc1OC	14	3
CC(C(=O)O)N(C(=O)c1ccccc1)c1ccc(F)cc1 (stereo not given)	-2	10
Cn1c2ccccc2c2c(C(=O)N3CCN(C(=O)c4ccco4)CC3)cn(C3CCCCC3)c(=O)c21	50*	-15*
CC(C)(C)C(=O)Nc1ccc(S(=O)(=O)N2CCCC2)cc1	-1	-2
COCCOC(=O)c1c(NC(=O)CNC2CCCc3ccccc32)sc(C(N)=O)c1C (stereo not given)	7	-3
CC(C)(C)c1ccc(C(=O)NC(=S)NNC(=O)COc2ccccc2)cc1	12	5
O=C(c1ccco1)N1CCC(N2CCN(c3ccccc3)CC2)CC1	-13	5
O=c1c2ccccc2nc2c3ccccc3c3nncn3n12	7	-13
CC1CCCCN1CCNC(=O)c1cc2c(=O)n(C)c3ccccc3c2n1C (stereo not given)	29	8
Cc1cccc(/C=N/NC(=O)c2ccc(Br)cc2)c1	-1	-4
CN(C(=O)c1cccc(NC(=O)Cc2ccc(NC(=O)C3CCCN(C(=O)C4CCCC4)C3)cc2)c1)C1CCC1 (stereo not given)	9	-13
CCOC(=O)N1CCN(C(c2cccnc2)c2ccc3cccnc3c2O)CC1 (stereo not given)	5	0
NC(=O)CSc1ncnc2c1nnn2Cc1ccc(F)cc1	-3	-1

Pulled by compound from above:
SMILES	H9c2 TAG inh	H9c2 TAG inh DAPI viability
NC(=O)CSc1ncnc2c1nnn2Cc1ccc(F)cc1	-3	-1
O=c1c2ccccc2nc2c3ccccc3c3nncn3n12	7	-13
COCCOC(=O)c1c(NC(=O)CNC2CCCc3ccccc32)sc(C(N)=O)c1C (stereo not given)	7	-3
CC1CCCCN1CCNC(=O)c1cc2c(=O)n(C)c3ccccc3c2n1C (stereo not given)	29	8

Following part:
SMILES	H9c2 TAG inh	H9c2 TAG inh DAPI viability
CCN(c1ccc(NC(=O)c2ccc(N3CCCC3=O)cc2)cc1)C(C)C	27	-3
N#CCC(=O)NC1CCC(CC2CCC(NC(=O)CC#N)CC2)CC1 (stereo not given)	1	11
Nc1ncnc2c1ncn2CCOc1ccccc1	-22	-3
COc1ccc(CN(CCC(c2ccco2)C(C)C)C(C)=O)cc1OC (stereo not given)	1	-2
O=C(NCc1ccccc1)N1CCN(c2ccc(Cl)c(Cl)c2)CC1	-17	5
COC(=O)c1ccc(C(=O)OC)c(NC(=O)COC(=O)CCOc2ccc(C)cc2)c1	5	-8
COc1ccc(CN2CCN(C(=O)c3ccccc3C(=O)c3ccccc3)CC2)cc1OC	8	1
Cn1cccc1Cc1nnc(SCC(=O)Nc2ccccc2F)n1-c1ccc(F)cc1	6	-7
CCN(CC)Cc1c(C(=O)N/N=C/c2ccco2)nnn1-c1nonc1N	7	-5
Cc1ccc2oc(-c3ccccc3)nc2c1	-2	11
CCCOc1ccccc1C1CC(=O)Nc2cc3c(cc21)OCO3 (stereo not given)	29	-8
CCOC(=O)c1ccc(NC(=O)COc2coc(CN3CCc4ccccc43)cc2=O)cc1	21	-20
CCN1C(=S)N[C@@H](CCc2ccccc2)[C@H](C(=O)OC)[C@H]1C	-4	159
CC1CN(CC(=O)Nc2ccccc2Sc2ccccc2)CC(C)O1 (stereo not given)	-5	11
Cc1ccc(S(=O)(=O)Nc2ccccc2N=Cc2ccc([N+](=O)[O-])cc2[N+](=O)[O-])cc1	1	5
Cc1ccc(N2CC(C(=O)Nc3ccc(S(=O)(=O)NCC4CCCO4)cc3)CC2=O)cc1 (stereo not given)	1	7
Cc1cccc(-n2nc3c(c2NC(=O)c2cc4ccccc4o2)CS(=O)(=O)C3)c1	-1	-2
COc1cccc(C2=NOC(C(=O)Nc3cc(C)on3)C2)c1OC (stereo not given)	8	-3
Cc1[nH]n(C(N)=S)c(=O)c1N=Nc1ccc(S(=O)(=O)N2CCCC2)cc1	-14	5
N#CCC(=O)Nc1ccc(C(=O)OCC(=O)NC2CCCCCC2)cc1	8	5
CN(C)/N=C/c1ccc(/C=N/NC(N)=S)o1	10	6
O=C(NCc1ccccn1)c1c(-c2ccccc2)sc2ccccc12	13	-20
Cc1ccc(N(CC(=O)NC(C)(C)C)C(=O)CNC(=O)c2cccs2)cc1C	8	-13
Cc1occc1C(=O)NCc1ccccn1	5	4
COc1ccc(NC(=O)C(CC(C)C)NC(=O)C2CCC(C)CC2)c(OC)c1 (stereo not given)	-13	-3
(next part)
SMILES	H9c2 TAG inh	H9c2 TAG inh DAPI viability
O=C(Nc1ccc(N2CCOCC2)cc1N1CCOCC1)c1cccc([N+](=O)[O-])c1	17	-3
O=C(NC(=S)NC1C2CC3CC(C2)CC1C3)c1ccccc1 (stereo not given)	4	-5
CCOC(=O)C1CCN(C(=O)CN(c2cccc(C(F)(F)F)c2)S(C)(=O)=O)CC1	-13	1
Cc1ccc(CNC(=O)C2(C(F)(F)F)C/C(=C\Cc3ccccc3)CCCO2)o1 (stereo not given)	-15	7
CN(C)/C=N/C(=S)Nc1ccc(Cl)cc1	2	-3
COc1ccc(Cc2nnc(SC(C)C(=O)Nc3ccc(C(N)=O)cc3)o2)cc1 (stereo not given)	-15	2
CCOc1nc(Nc2ccccc2F)nc(OCC)n1	-12	3
Cc1ccc(CNC(=O)Cn2c(=O)n(-c3ccccc3)c(=O)c3sccc32)cc1	-2	2
CCC(c1nnnn1CCOC)N1CCN(Cc2ccccc2OC)CC1 (stereo not given)	6	3
O=C(N/N=C/c1cccnc1)/C(=C\c1cccs1)NC(=O)c1ccccc1	12	-4
Cc1nc(C(=O)NCC(=O)c2ccccc2)c(C(F)(F)F)o1	-13	0
Cn1c(=O)n(C)c2cc(/C=N/NC(=O)c3cc4cc(Br)ccc4o3)ccc21	-5	11
COCCCNC(=S)Nc1ccc(C)cc1	-5	4
CC1(C)COC(c2cccn2Cc2ccc(F)cc2Cl)=N1	-1	7
Nc1cc(N)nc(SCC(=O)N2CCc3ccccc32)n1	-7	7
CC1Cc2ccccc2N1C(=O)CN1C(=O)C(=O)N(Cc2ccccc2)C1=O (stereo not given)	-9	8
COCCN(C(=O)COC(=O)C1CC(=O)N(c2ccc(C)cc2)C1)c1c(N)n(Cc2ccccc2)c(=O)[nH]c1=O (stereo not given)	8	-6
COC(C(=O)Nc1ccc(F)c(F)c1)c1ccccc1 (stereo not given)	3	7
CCOc1ccc(CN(C)CC(=O)Nc2ccc3c(c2)CCC3)cc1OC	-7	5
CC1(C)COC(/C=C/c2cccc([N+](=O)[O-])c2)=N1	24	-28
CCNc1nc(NC(C)(C)C)nc(SC(C(C)=O)C(C)=O)n1	-11	14
Cc1ccc(NC(=O)CN(C)S(=O)(=O)c2cccc3cccnc23)c(C)c1	-2	-10
COc1ccc(-c2nc(CS(=O)CC(=O)NCc3ccc(Cl)cc3)c(C)o2)cc1 (stereo not given)	12	-2
O=C(Nc1ccccc1)NC1CCN(Cc2ccccc2)CC1	11	6
CCSc1nnc(NC(=O)Cc2cccc(OC)c2)s1	-5	-7

Seven of the compounds above, bar-delimited.
smiles | H9c2 TAG inh | H9c2 TAG inh DAPI viability
CC1(C)COC(c2cccn2Cc2ccc(F)cc2Cl)=N1 | -1 | 7
Nc1cc(N)nc(SCC(=O)N2CCc3ccccc32)n1 | -7 | 7
CC1Cc2ccccc2N1C(=O)CN1C(=O)C(=O)N(Cc2ccccc2)C1=O (stereo not given) | -9 | 8
COCCN(C(=O)COC(=O)C1CC(=O)N(c2ccc(C)cc2)C1)c1c(N)n(Cc2ccccc2)c(=O)[nH]c1=O (stereo not given) | 8 | -6
COC(C(=O)Nc1ccc(F)c(F)c1)c1ccccc1 (stereo not given) | 3 | 7
CCOc1ccc(CN(C)CC(=O)Nc2ccc3c(c2)CCC3)cc1OC | -7 | 5
CC1(C)COC(/C=C/c2cccc([N+](=O)[O-])c2)=N1 | 24 | -28

Further records:
SMILES	H9c2 TAG inh	H9c2 TAG inh DAPI viability
O=C(N1CCCC1)C12CC3CCC(CC(C3)C1)C2	4	-14
CN(C)c1nc(N/N=C/c2c[nH]c3ccccc23)nc(N2CCOCC2)n1	138	-103
Cc1ccc([C@H]2C(C(=O)O)=CC[C@@H](c3ccc(C(C)C)cc3)N2S(=O)(=O)c2ccc(C)cc2)cc1	9	-17
COc1cccc(C(C(=O)NC(C)(C)C)N(CCC(C)C)C(=O)CCC(=O)Nc2cc(C)on2)c1OC (stereo not given)	0	4
COCn1c(COc2ccccc2)nc2ccccc21	-50	-2
O=C(N/N=C/c1c[nH]c2ccccc12)c1cc(-c2ccccc2)n[nH]1	16	-3
C[C@@]12C(=O)Nc3ccc(Br)cc3C(=O)N1[C@H]1c3cc(Cl)ccc3OC[C@@H]1[C@@H]2c1ccccc1	52*	-16*
CC1(C)OC(=O)C(=Cc2ccc[nH]2)C(=O)O1	-9	7
CCCCSc1cnn(-c2ccccc2)c(=O)c1SCCCC	-16	-26
O=C(NCc1nnc(SCC(=O)N2CCC(Cc3ccccc3)CC2)o1)c1ccco1	-18	-35
O=C1CCC[C@@H]2C[C@@]3(C[C@@H]4CCN1[C@H]24)Nc1cc([N+](=O)[O-])ccc1NC3=NC1CCCCC1	-1	-5
CCOC(=O)c1sc(NC(=O)CSc2n[nH]c(CC)n2)nc1C	20	-5
N#Cc1ccccc1NC(=O)CN1C(=O)NC(Cc2c[nH]c3ccccc23)C1=O (stereo not given)	9	-4
O=C(Nc1ccc(N2CCOCC2)cc1)c1cc(-n2cnnc2)ccc1Cl	-10	-5
O=C(COc1cccnc1[N+](=O)[O-])c1ccc(Cl)s1	8	-5
CC1CCN(S(=O)(=O)c2ccc(Cl)cc2Br)CC1	-19	-17
CC(C)(C)C(=O)OCOC(=O)[C@@H]1N2C(=O)[C@@H](N=CN3CCCCCC3)[C@H]2SC1(C)C	4	7
Cc1ccc(S(=O)(=O)N2CCOCC2)cc1NCC(=O)Nc1ccc(OC(F)(F)F)cc1	-10	5
Cc1cccn2c(CNCCSc3nccn3C)c(C(=O)N3CCCCC3)nc12	5	2
Cc1cc(C)cc(C(=O)NC(CC(N)=O)c2ccc(N3CCC(Cc4ccccc4)CC3)c([N+](=O)[O-])c2)c1 (stereo not given)	-11	-7
NC(=O)C1=C[C@H](c2ccc(C(F)(F)F)cc2)C[C@H](OCCCCO)O1	-22	-10
N#Cc1c(-c2cccnc2)cc(-c2ccccc2)nc1N	26	32
Cc1c(NC2(c3nnnn3-c3ccc(Br)cc3)CCCCC2)c(=O)n(-c2ccccc2)n1C	-8	-5
O=S1(=O)c2c(F)cccc2OC(COc2ccccc2)CN1CCc1ccc(F)cc1 (stereo not given)	-13	-5
O=C(NN=Cc1ccccc1C(=O)O)c1ccc(NS(=O)(=O)c2cccs2)cc1	2	-1
(listing goes on)
SMILES	H9c2 TAG inh	H9c2 TAG inh DAPI viability
O=C(Nc1cccc([N+](=O)[O-])c1)Nc1ccc(Cl)cn1	3	-3
NS(=O)(=O)c1ccc(CNC(=O)C2(c3ccc(Cl)cc3)CC2)cc1	-4	-1
CCOC(=O)c1c(SCCN2CCCCC2)n(-c2ccccc2)c(=S)n(-c2ccccc2)c1=O	28	-12
C[C@@H]1CN([C@H](C)CO)C(=O)CCCn2nncc2CO[C@H]1CN(C)C(=O)CCC(F)(F)F	6	-7
CCOc1ccc(OCC)c(NC(=O)C2CCN(S(=O)(=O)c3cccc4nonc34)CC2)c1	27	4
CCOC(=O)N/N=C/c1cccnc1	7	7
O=[N+]([O-])c1ccc(-n2cccn2)c(-c2nn[nH]n2)c1	-9	-11
CC(=O)NN1C(=O)c2ccccc2NC1c1ccc([N+](=O)[O-])o1 (stereo not given)	-8	11
CN(CCc1ccccn1)C(=O)c1ccc(OC2CCN(CCc3ccccc3)CC2)cc1	2	-1
Cc1ccc2[nH]c(=O)c(-c3nc4cc(C)ccn4c3NCc3ccco3)cc2c1	13	-4
Cc1cc(C)c(NC(=O)Cn2c(=O)n(-c3ccc(CC(=O)NCC4CCCO4)cc3)c(=O)c3ccccc32)c(C)c1 (stereo not given)	-8	17
COc1ccc(Cc2nnc(Nc3ccc(C)cc3)o2)cc1OC	7	3
O=C(Cn1c(NCCCO)nc2ccccc21)c1ccc([N+](=O)[O-])cc1	-3	11
CCCC(=O)NC(C)c1nc2ccccc2n1C (stereo not given)	4	4

Two successive entries from above, quoted:
SMILES	H9c2 TAG inh	H9c2 TAG inh DAPI viability
O=C(Cn1c(NCCCO)nc2ccccc21)c1ccc([N+](=O)[O-])cc1	-3	11
CCCC(=O)NC(C)c1nc2ccccc2n1C (stereo not given)	4	4
